# Screens: PubChem, National Center for Advancing Translational Sciences (NCATS)
# Abeta yeast res – qHTS for compounds that reverse cellular toxicity of Amyloid beta (A-beta) peptide in yeast: Primary Screen | AID 1347071, 2019 | Potency, µM (doses to about 46.1 µM), for inactives: top-dose growth rescue, hits mostly activators | 410,000 tested, 0.063% active | yeast expressing A-beta42, growth rescue, OD600, 48 h; response scale: 0% DMSO, 100% iron-clioquinol control; also: potency is read from the fitted curve at half-maximal effect; nearly all actives have a fitted effect of over 55% in size
#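 Yeast growth medium received pinned compounds, then yeast cells expressing toxic A-beta were added; plates incubated at 30 C for 48 hr. Growth read as absorbance at 600 nm, normalized to DMSO and equimolar FeCl3 plus clioquinol controls.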
# Nrf2 activator – qHTS of Nrf2 Activators. AREc32 ARE-luciferase reporter (MCF7-derived line), luminescence, 24 h. Potency, µM (series often up to 46.1 µM), without a hit: at the top dose activation, actives largely listed as activators. 410,000 tested, 0.31% active. AID 624171, 2012; also: potency is read from the fitted curve at half-maximal effect; % of control where 0% means no effect; nearly all actives have a fitted effect of over 65% in size
#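 ARE activation measured as luciferase luminescence (Steady-Glo, 30 min RT) in AREc32_Fluc cells after 24 hr compound exposure at 37 deg C, 5% CO2; cells seeded overnight at 1000/well in OPTI-MEM, 5% FBS.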
# CCT chaperon mod – High-Throughput Screening for Modulators of Cytosolic Chaperonin Activity; 360,000 tested, 0.3% active; activity change, % (test concentration not listed), hits read low; purified chaperonin ATPase assay, HTRF ADP detection, 30 min; in the data active = activity change below about -30%; also: % is scaled to controls: 0 for no effect and ±100 for the full control effect
#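 First, chaperonin was dispensed at 40 nM or 20 nM final depending on batch activity. Next, compounds were pinned at 76 uM and ATP added at 10 uM. After 30 min at 37 °C, ADP detection reagents ran 30 min at ambient temperature.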
# pAkt inh – HTS Assay for Inhibitors of Akt Phophorylation: Primary Screen; Neuro2A IGF-stimulated pAkt S473 HTRF, 20 min; stronger effect = lower value; activity change, % for hits at 50 µM; 360,000 tested, 0.32% active; in the data active = activity change below about -80%; inconclusive = mostly about -51% to -80%; also: % is scaled to controls: 0 for no effect and ±100 for the full control effect
#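 Single-point screen (50 µM final compound) in Neuro2A cells stimulated 20 min with 6 nM IGF at 37 deg C. After lysis, Ser473-phosphorylated Akt read by HTRF (ex 330 nm, em 615/665 nm) as the 665/615 ratio.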
# TGFb SMAD3 inh – qHTS for Inhibitors of TGF-b. HepG2 CAGA-GFP TGF-b/SMAD3 reporter, GFP fluorescence, 18 h; TGF-beta stimulated, 500 pg/mL final. Potency, µM (series often up to 46.1 µM), inactives show at the highest dose activity, negative = inhibition, usual class: inhibitors. 410,000 tested, 1.2% active; also: potency is read from the fitted curve at half-maximal effect; % is scaled to controls: 0 for no effect and ±100 for the full control effect; nearly all actives have a fitted effect of over 65% in size
#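 Using HEPG2 CAGA-GFP reporter cells at 1000 cells/well, we pinned test compounds, stimulated with recombinant TGF-beta (500 pg/mL final) and measured total well GFP after 18 h.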
# Nrf2 block – Nrf2 qHTS screen for inhibitors | A549 ARE-Fluc reporter, luciferase luminescence, 18-24 h | Potency, µM (doses to about 46 µM), for inactives: at the top dose activity change, negative = inhibition, usual class: inhibitors | 360,000 tested, 2.1% active; also: potency is read from the fitted curve at half-maximal effect; % is scaled to controls: 0 for no effect and ±100 for the full control effect; nearly all actives have a fitted effect of over 60% in size
#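 Cells were seeded and rested 2 h, then exposed to compounds for 18-24 h. CellTiter-Fluor was read first as a viability measure. BugLite was added 15 min before the final luminescent read of ARE-luciferase activity in A549 cells.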
# Mm-Cpn inhibitor – Inhibitors of TCP-1 ring complex (TRiC) of Methanococcus maripaludis (MmCpn): qHTS | Potency, µM (series often up to 76.9 µM), without a hit: top-dose activity, negative = inhibition, most hits filed as inhibitors | Chaperonin Mm-Cpn (Methanococcus maripaludis) | 330,000 tested, 0.031% active | purified Mm-Cpn ATPase, ADP Transcreener TR-FRET; also: potency is read from the fitted curve at half-maximal effect; % is scaled to controls: 0 for no effect and ±100 for the full control effect; nearly all actives have a fitted effect of over 80% in size
#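 TR-FRET (320 nm excitation; 590 and 665 nm emission) reports ADP made from 10 uM ATP by 25 nM enzyme; compounds were preincubated 10 min, reaction run 30 min, both at 37°C.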
# A549 viability – Nrf2 qHTS screen for inhibitors: counterscreen for cytotoxicity | Potency, µM (titrated, usually from 46 µM), without a hit: top-dose activity change, negative = cytotoxicity, actives largely listed as inhibitors | A549 ARE-Fluc cells, CellTiter-Fluor viability, 18-24 h | AID 504648, 2011 | 390,000 tested, 0.16% active; also: potency is read from the fitted curve at half-maximal effect; % is scaled to controls: 0 for no effect and ±100 for the full control effect
#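 Cytotoxicity counterscreen: CellTiter-Fluor fluorescence was measured in A549 ARE_Fluc cells after 18-24 h of compound exposure in a concentration series. The subsequent BugLite luminescent read reports ARE-luciferase activity.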
# HepG2 viability – qHTS for Inhibitors of TGF-b: Cytotox Counterscreen; 410,000 tested, 0.76% active; HepG2 CAGA-GFP viability, ATP luminescence, 18 h; AID 588856, 2011; Potency, µM (titrated, usually from 46.1 µM), for inactives: top-dose activity change, negative = cytotoxicity, actives largely listed as cytotoxic; also: potency is read from the fitted curve at half-maximal effect; some results filed as inactive show a strong effect at the top dose
#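 CellTiter-Glo luminescence gave cytotoxicity after 18 hours at 37 degrees C. The cells were HepG2 CAGA-GFP in 1% FBS DMEM, stimulated with 500 pg/mL TGF-beta after compound addition. %Activity was normalised to no-cell wells (complete cell-killing) and DMSO (no toxicity), and curves were fitted and classified.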
# * hit, by the source's call; i = inactive; ? = inconclusive; · = no result given; & = joins results of further samples; [ ] = remark or other dose. Unless noted, calls follow the shape of the dose curve; as a rule, active = well fitted curve in the direction sought with a large enough effect; inconclusive = small, poorly fitted or top-dose-only effect, or another doubt; inactive = no such curve, though single readings can be large; an effect the other way counts as inactive or inconclusive. Hits appear at their usual frequency; about 4.3% have a hit in one of these screens.
SMILES,Abeta yeast res,Nrf2 activator,CCT chaperon mod,pAkt inh,TGFb SMAD3 inh,Nrf2 block,Mm-Cpn inhibitor,A549 viability,HepG2 viability
COc1ccccc1NC(=O)CCSc1nnc(-c2ccncc2)o1,1%,-0.1%,-4.7,i,0%,-16%,-2%,2%,-31%
COc1ccc(OC)c(NC(=O)Cn2c(=O)cc(-c3ccccc3)c3c(C)nn(C)c32)c1,2%,1.3%,·,·,-2%,?,·,-15%,6%
CCn1c(-c2cc(-c3ccccc3)sc2N)n[nH]c1=S,?,26%,0.2,i,?,-19%,-7%,0%,-46%
CC(=O)Oc1ccc(C2C3=C(CC(C)(C)CC3=O)Nc3cc4c(cc32)OCCO4)cc1 (stereo not drawn),2%,-0.8%,-1.1,i,1%,-29%,0%,0%,-6%
C[C@@H]1CN([C@H](C)CO)C(=O)CCCn2nncc2CO[C@@H]1CN(C)S(=O)(=O)c1cn(C)cn1,15%,0.2%,-9.1,i,-22%,·,·,·,11µM*
CC(=O)c1sc(NC(=O)c2cccs2)nc1C,-8%,30%,-0.5,i,-2%,15%,1%,-3%,-29%
CCN(CC)S(=O)(=O)c1ccc(N2CCCCC2)c(NC(=O)/C(C#N)=C/c2ccc(OC)cc2)c1,-4%,0.0%,-1.0,i,-7%,-5%,-10%,14%,-4%
COC(=O)c1sccc1S(=O)(=O)N(CC(=O)NCc1ccc(C)cc1)c1ccc(C)cc1,-15%,4.2%,·,·,-45%,?,·,-1%,-15%
CCOc1ccc(Nc2nc(Cc3nnc(SCC(=O)NC4CCCC4)n3C)cs2)cc1,3%,-0.9%,-1.0,i,0%,8%,0%,-1%,-23%
NS(=O)(=O)c1ccc(N2N=C(c3ccccc3)CC2c2ccccc2Br)cc1 (stereo not drawn),9%,5.7%,-4.3,i,?,?,-7%,-9%,-93%
Cc1ccc(-c2nc3ccccc3c(=O)n2Cc2ccccc2)cc1,-35%[inhibitor],0.5%,-4.7,i,-2%,-17%,-4%,-13%,2%
COc1ccc(OCC(=O)Nc2ccc(Cl)c(-c3nc4ncccc4o3)c2)cc1,-15%,-0.4%,·,·,-3%,-6%,·,-2%,0%

# An excerpt from above in order of SMILES length, highest first:
SMILES,Abeta yeast res,Nrf2 activator,CCT chaperon mod,pAkt inh,TGFb SMAD3 inh,Nrf2 block,Mm-Cpn inhibitor,A549 viability,HepG2 viability
C[C@@H]1CN([C@H](C)CO)C(=O)CCCn2nncc2CO[C@@H]1CN(C)S(=O)(=O)c1cn(C)cn1,15%,0.2%,-9.1,i,-22%,·,·,·,11µM*
CCN(CC)S(=O)(=O)c1ccc(N2CCCCC2)c(NC(=O)/C(C#N)=C/c2ccc(OC)cc2)c1,-4%,0.0%,-1.0,i,-7%,-5%,-10%,14%,-4%
COc1ccc(OC)c(NC(=O)Cn2c(=O)cc(-c3ccccc3)c3c(C)nn(C)c32)c1,2%,1.3%,·,·,-2%,?,·,-15%,6%
CC(=O)Oc1ccc(C2C3=C(CC(C)(C)CC3=O)Nc3cc4c(cc32)OCCO4)cc1 (stereo not drawn),2%,-0.8%,-1.1,i,1%,-29%,0%,0%,-6%
CCOc1ccc(Nc2nc(Cc3nnc(SCC(=O)NC4CCCC4)n3C)cs2)cc1,3%,-0.9%,-1.0,i,0%,8%,0%,-1%,-23%
Cc1ccc(-c2nc3ccccc3c(=O)n2Cc2ccccc2)cc1,-35%[inhibitor],0.5%,-4.7,i,-2%,-17%,-4%,-13%,2%
COc1ccccc1NC(=O)CCSc1nnc(-c2ccncc2)o1,1%,-0.1%,-4.7,i,0%,-16%,-2%,2%,-31%
CCn1c(-c2cc(-c3ccccc3)sc2N)n[nH]c1=S,?,26%,0.2,i,?,-19%,-7%,0%,-46%

# New compounds follow
SMILES,Abeta yeast res,Nrf2 activator,CCT chaperon mod,pAkt inh,TGFb SMAD3 inh,Nrf2 block,Mm-Cpn inhibitor,A549 viability,HepG2 viability
Cc1ccc(C(=O)Nc2nnc(S(=O)(=O)Nc3ccccc3C)s2)cc1C,-13%,2.1%,0.6,i,-27%,?,-3%,-7%,-19%
CC[C@]1(C(=O)OC)[C@H]2C(=O)N(C)C(=O)[C@H]2[C@H]2CN=C(SCc3ccc(OC)cc3)N21,-19%,1.1%,-5.6,i,-19%,17%,3%,12%,-10%
CC(C)=NNc1nc(-c2ccccc2)c(C)s1,9%,25%,-1.6,i,4%,?,-3%,3%,-1%
CCC(C)NC(=O)CSc1ncnc2sccc12 (stereo not drawn),-7%,4.3%,0.0,i,6%,-10%,1%,-2%,0%
COc1ccc(/C=N/c2oc(-c3ccccc3)cc2C#N)cc1,-6%,2.4%,-0.1,i,51%[activator],·,?,8%,-12%
COc1ccc(OC)c(CNC(=O)C2CCC(=O)N2C(C)C)c1 (stereo not drawn),7%,0.0%,-1.2,i,6%,-13%,1%,-2%,8%
Cc1ccc(S(=O)(=O)c2nnn3c2nc(N2CCOCC2)c2ccccc23)c(C)c1,·,2.6%,1.9,i,-1%,5%,-1%,6%,-2%
CCN(CC)CCC=C(c1cccs1)c1cccs1,-38%,0.2%,5.5,i,-3%,3%,·,7%,-16%
CCc1ccc(C(=O)Cn2ncc(Cl)c(Cl)c2=O)cc1,-22%,10µM*,-1.2,i,?,-14%,-2%,3%,-97%
Cc1ccccc1CNC(=O)CCCn1c(=O)c2cccn2c2cccnc21,0%,0.8%,·,·,2%,-27%,·,6%,-7%
CC1=C(C(=O)N(C(C)C)C(C)C)CC(CC(=O)NCc2cccs2)C(=O)N1CCC1=CCCCC1 (stereo not drawn),2%,3.5%,-0.1,i,?,·,·,·,-23%
CN(NC(=S)Nc1ccc(OC(F)F)cc1)C(=S)Nc1ccc(OC(F)F)cc1,24%,2.4%,1.2,i,?,-17%,5%,0%,18%
O=c1cnn([C@@H]2O[C@H](CO)[C@@H](O)[C@H]2O)c(=O)[nH]1,?,-0.7%,0.1,·,4%,?,-2%[15.4 µM],-3%,1%
O=C(NCCCn1ccnc1)C(=O)NCC1OCCCN1S(=O)(=O)c1ccc(Cl)cc1 (stereo not drawn),16%,-0.9%,-2.0,i,7%,-2%,0%,1%,-1%
Cc1ccc(SCC(=O)N(Cc2nc(-c3ccccc3)no2)C(C)C)cc1,-10%,0.2%,-0.7,i,?,-26%,-6%,0%,-1%
c1ccc(CN2CCC(N3CCN(Cc4ccc5c(c4)OCO5)CC3)CC2)cc1,3%,-0.2%,0.7,i,-6%,?,1%,-8%,4%
COc1ccc(/C=C(\C)c2nc(C)c(-c3ccccc3)c(=O)[nH]2)cc1,13%,-0.3%,0.5,i,7%,?,0%,-16%,0%
CCSc1ccccc1C(=O)N=C1NC(=O)CC2C(=O)NCCN12 (stereo not drawn),5%,0.0%,0.8,i,14%,9%,2%,8%,-1%
CCN(C(=O)COC(=O)/C=C/c1ccc2c(c1)OCO2)c1c(N)n(Cc2ccccc2)c(=O)[nH]c1=O,-2%,-1.1%,-4.1,i,9%,-2%,·,-9%,-2%
CC1CCc2c(sc(NC(=S)NC(=O)c3ccccc3)c2C#N)C1 (stereo not drawn),0%,10%,-0.6,i,3%,?,-9%,-3%,4%
CCC(=O)Nc1cc(NC(=O)CSc2nnc(C(C)C)n2CC)ccc1C,-6%,-0.2%,-2.0,i,3%,8%,-2%,7%,0%
Cc1ccc(N(C)S(=O)(=O)c2ccc(-c3cnc(C4CC4)o3)cc2)cc1,7%&-15%,0.1%&0.9%,-0.1,i,6.3µM*,-4%,1%,-6%&-9%,-5%&-35%
Cc1cc(Cl)ccc1NC(=O)Cn1cncn1,11%,-0.3%,0.5,i,4%,-7%,-1%,-9%,1%
COc1cc(-c2csc(N3CCOCC3)n2)cc(OC)c1OC,-12%,3.1%,-2.0,i,22%,-12%,2%,-4%,12%
CCOc1nc(-c2ccncc2)nc2ccccc12,-22%,0.0%,-0.4,i,3%,3%,-2%,-7%,-10%
COCCNC(=O)CSc1ccccc1C(=O)NC1CCCc2ccccc21 (stereo not drawn),-5%,-0.3%,-3.6,i,-4%,4%,0%,12%,0%
O=C(NCc1cccs1)C1CC(=O)N(c2ccc(Cl)cc2)C1 (stereo not drawn),-4%,-0.1%,-1.6,i,7%,27%,1%,1%,-5%
Cc1ccc(S(=O)(=O)N(C)CC(=O)OCC(=O)NC(=O)NC(C)C)cc1,-3%,-0.3%,-0.9,i,-2%,0%,-6%,3%,2%
CC(C)CN(C(=O)COc1ccc(Br)cc1C=O)C1CCS(=O)(=O)C1 (stereo not drawn),10%,0.0%,0.1,i,-12%,11%,2%,-12%,9%
Cn1c(=O)c(=O)n(C)c2cc(S(=O)(=O)N3CCCCC3)ccc21,9%,0.1%,0.2,i,-1%,7%,-2%,4%,7%
